Screens deposited in PubChem BioAssay by National Center for Advancing Translational Sciences (NCATS).
EPAC2 ag – activates human EPAC2 exchange factor | Q8WZA2 | EPAC2 activation, biochemical qHTS; response scale: 100% = 6.5 mM cAMP response | Potency, µM (doses to about 154 µM), for the others: at the highest dose activation, most hits filed as activators | 360,000 compounds, 0.079% hits; also: potency is read from the fitted curve at half-maximal effect; nearly all actives have a fitted effect of over 50% in size
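EPAC2 (100 nM) mixed with Rap1B loaded with BODIPY-GDP (250 nM) plus 50 uM unlabeled GDP; compounds pinned in, 5 min RT, then read every 5 min for 30 min (ex 480, em 540 nm). Normalized to cAMP control.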
WRN helicase inh – inhibitors of human WRN helicase | Potency, µM (titrated, usually from 114 µM), without a hit: top-dose activity change, negative = inhibition, hits mostly inhibitors | AID 651768 | WRN helicase unwinding, fluorescent forked duplex, kinetic | 360,000 compounds, 0.46% hits; also: potency is read from the fitted curve at half-maximal effect; % is scaled to controls: 0 for no effect and ±100 for the full control effect; nearly all actives have a fitted effect of over 55% in size
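Primary qHTS, 1536-well format. 20 nM WRN + compound, 15 min RT; start with 100 nM forked fluorophore/quencher duplex, 2 mM ATP (final); kinetic read ex 525/em 598 nm.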
IL2 activator – IL-2 activation. 360,000 compounds, 0.065% hits. AID 652025. IL-2 activation reporter assay, cell-based qHTS; stimulated with anti-CD3/CD4/CD28 beads; in transgenic mouse T cells. activation, % (series mostly up to about 46 µM); in the data active = activation above about 50%; inconclusive = mostly about 30% to 49%; also: 0% is about no effect
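Unstimulated transgenic mouse T cells, 750 per well, received compound and, after 60 minutes, anti-CD3/anti-CD4 bead plus anti-CD28 stimulation. EGFP and DsRed were quantified after 18 hours.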
CCT modulator – modulators of cytosolic chaperonin (CCT/TRiC) activity; activity change, % (no concentration beside the values), hits read low; AID 651819; 360,000 compounds, 0.3% hits; purified chaperonin ATPase assay, HTRF ADP detection, 30 min; in the data active = activity change below about -30%; also: % is scaled to controls: 0 for no effect and ±100 for the full control effect
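We incubate TRiC, 40 or 20 nM final, with library compounds at 76 uM and 10 uM ATP for 30 min at 37 °C. ADP formed is detected with Transcreener HTRF reagents after 30 min at room temperature.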
EPAC1 ag – EPAC1 (human) agonism; EPAC1 agonist qHTS, biochemical assay; response scale: 100% = response to 6.5 mM cAMP; 360,000 compounds, 0.073% hits; Potency, µM (titrated, usually from 154 µM), for the others: top-dose activation, most hits filed as activators; AID 720707; O95398; also: potency is read from the fitted curve at half-maximal effect; nearly all actives have a fitted effect of over 60% in size
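Nucleotide exchange assay: 100 nM EPAC1 with 250 nM Rap1B loaded with BODIPY-GDP and 50 uM GDP, room temperature. Fluorescence (480/540 nm) read every 5 min for 30 min; signal change normalized to 6.5 mM cAMP as full agonist.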
EPAC1 antagonist – blocks human EPAC1 exchange factor | EPAC1 GEF assay, Rap1b-BODIPY-GDP exchange fluorescence | Potency, µM (highest dose often 115 µM), inactives show at the top dose activity change, negative = inhibition, hits mostly inhibitors | 360,000 compounds, 0.14% hits | AID 720709;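 also: potency is read from the fitted curve at half-maximal effect; plate controls were vehicle for no effect and positive control for full effect; nearly all actives have a fitted effect of over 50% in size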
PLK1 PBD inh – blocks phosphopeptide binding to human PLK1 polo-box domain; P53350; Plk1 PBD binding of FITC phosphopeptide, fluorescence polarization; Potency, µM, inactives show max response, negative = inhibition, most hits filed as inhibitors; 360,000 compounds, 2.8% hits; AID 720504; also: potency is read from the fitted curve at half-maximal effect; series mostly up to about 57 µM; % is scaled to controls: 0 for no effect and ±100 for the full control effect; nearly all actives have a fitted effect of over 65% in size
Target sequence (P53350 whole entry, looked up, the tested form may be a part): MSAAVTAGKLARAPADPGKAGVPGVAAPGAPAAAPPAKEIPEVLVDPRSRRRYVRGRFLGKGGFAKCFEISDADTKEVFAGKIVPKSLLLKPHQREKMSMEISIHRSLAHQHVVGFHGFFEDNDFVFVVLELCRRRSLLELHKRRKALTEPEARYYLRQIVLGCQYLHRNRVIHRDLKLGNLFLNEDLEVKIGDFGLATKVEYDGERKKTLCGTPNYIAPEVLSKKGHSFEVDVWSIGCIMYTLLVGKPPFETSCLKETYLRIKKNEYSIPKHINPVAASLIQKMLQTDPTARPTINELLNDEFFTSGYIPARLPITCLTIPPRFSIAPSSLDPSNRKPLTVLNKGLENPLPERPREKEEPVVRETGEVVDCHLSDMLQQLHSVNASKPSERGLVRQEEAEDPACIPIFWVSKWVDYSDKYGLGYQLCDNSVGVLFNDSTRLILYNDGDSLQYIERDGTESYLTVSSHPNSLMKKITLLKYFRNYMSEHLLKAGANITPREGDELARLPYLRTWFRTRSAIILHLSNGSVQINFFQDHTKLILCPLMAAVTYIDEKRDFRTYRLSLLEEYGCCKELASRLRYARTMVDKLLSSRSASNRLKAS
PI5P4K alpha inh – inhibitors of human PI5P4K alpha; P48426; PI5P4Kalpha enzyme, ADP-Glo luminescence, 60 min; stronger effect = lower value; 330,000 compounds, 1.2% hits; max response, %; AID 652105; active = max response of -50% or lower; inconclusive = between -30% and -50%; inactive = -30% or higher; also: value at the top dose of about 77 µM; % is scaled to controls: 0 for no effect and ±100 for the full control effect
Target sequence (P48426 whole entry, looked up): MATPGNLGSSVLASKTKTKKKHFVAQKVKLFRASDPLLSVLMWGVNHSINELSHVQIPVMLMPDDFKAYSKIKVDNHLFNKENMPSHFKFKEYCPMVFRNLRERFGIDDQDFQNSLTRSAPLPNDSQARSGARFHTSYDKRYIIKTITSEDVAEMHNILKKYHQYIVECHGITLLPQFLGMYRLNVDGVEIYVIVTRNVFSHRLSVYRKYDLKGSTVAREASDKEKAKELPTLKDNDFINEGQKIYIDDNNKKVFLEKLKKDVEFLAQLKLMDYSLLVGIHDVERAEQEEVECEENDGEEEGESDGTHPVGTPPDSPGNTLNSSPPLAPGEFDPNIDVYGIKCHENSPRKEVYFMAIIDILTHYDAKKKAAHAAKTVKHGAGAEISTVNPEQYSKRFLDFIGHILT
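ADP-Glo luminescence end-point read after a 60 min room-temperature kinase reaction of PI5P4Kalpha plus substrate, initiated with ATP at 5 microM final. Buffer: 0.038 M HEPES pH 7.4, EGTA, 0.1% CHAPS, 5% DMSO.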
Active calls of the source: *; ? = inconclusive; . = not tested or not shown; [ ] = another dose, or the depositor's remark. Unless noted, calls follow the shape of the dose curve; as a rule, active = well fitted curve in the direction sought with a large enough effect; inconclusive = small, poorly fitted or top-dose-only effect, or another doubt; inactive = no such curve, though single readings can be large; an effect the other way counts as inactive or inconclusive. Only part of the results is shown, so the mix of outcomes need not match the whole.

SMILES	EPAC2 ag	WRN helicase inh	IL2 activator	CCT modulator	EPAC1 ag	EPAC1 antagonist	PLK1 PBD inh	PI5P4K alpha inh
NC(=O)CC(NC(=O)c1cccc(Br)c1)c1ccc(N2CCC(Br)CC2)c([N+](=O)[O-])c1 (stereo not given)	14%	-4%	0.1	-2.4	2%	1%	-5%	4
C#CCN(C(=O)CC1C(=O)NCCN1C/C=C/c1ccccc1)C1CCCCC1 (stereo not given)	-1%	11%	0.4	-1.0	-9%	8%	-5%	-9
Oc1ccc(C[C@@H](CN2CCCC2CN2C(=S)NC[C@@H]2Cc2ccccc2)N2C[C@H](Cc3ccccc3)N(CC3CCCCCC3)C2=S)cc1 (stereo not given in full)	5%	-4%	0.5	-2.7	5%	2%	-7%	-1
COC(=O)c1ccc(NC(=O)C[n+]2ccccc2)cc1	0%	10%	-2.4	-14	3%	-4%	-7%	3
Cc1ccc(NC(=O)CSCC(=O)OC(C)C(=O)Nc2ccc(S(N)(=O)=O)cc2)c(C)c1 (stereo not given)	1%	-4%	1.4	1.0	-3%	2%	-3%	0
NC(=O)C1CCN(C(=O)c2ccc([N+](=O)[O-])cc2NC(=O)c2cccs2)CC1	6%	12%	0.1	-1.2	7%	?	-16%	4
Cc1cccc(NC(=O)CN2CCN(C(=O)c3cnn(Cc4ccccc4)c3)CC2)c1C	13%	-15%	-0.4	-1.8	-6%	-18%	2%	-4
CC(=O)c1c(C)[nH]c(C(=O)N2CCN(c3cc(Cl)ccc3C)CC2)c1C	6%	-1%	-1.2	0.4	9%	8%	-7%	-8
COc1ccc2oc(=O)c(C(=O)O)cc2c1	4%	-1%	0.2	-2.3	1%	8%	0%	.
O=C(CSc1n[nH]c(-c2ccco2)n1)Nc1ccccc1F	11%	6%	0.1	0.2	0%	6%	-5%	0
O=C(CSCc1ccccc1Cl)NNC(=O)c1ccccc1	2%	-6%	-1.1	-0.3	-2%	-4%	-9%	.
O=C(COC(=O)CCc1nc2ccccc2c(=O)[nH]1)Nc1ccccc1Cl	1%	-11%	0.5	1.0	-13%	-2%	-24%	0
O=C(CO/N=C/c1cccc([N+](=O)[O-])c1)Nc1ccc2ccccc2c1	6%	3%[57.1 µM]	-2.6	-0.9	-1%	-15%	-2%	0
COc1cc(C(=O)NC(CCSC)C(=O)Nc2ccc(N3CCOCC3)cc2)cc(OC)c1OC (stereo not given)	1%	8%	-0.1	-3.8	11%	14%	-12%	0
CCN1C(=O)N[C@@H](c2ccccc2)C(C(=O)OC)=C1C	-3%	2%	0.2	0.2	-2%	?	-12%	-4
O=C(C1CCCO1)N1CCN(C(=S)Nc2cccc(Cl)c2)CC1 (stereo not given)	-17%	4%	0.1	1.5	-4%	-7%	1%	-3
COc1ccccc1NC(=O)COC(=O)c1ccc2ccccc2n1	3%	2%	0.6	-3.4	1%	0%	-9%	-2
O=C(NC(Cc1nn[nH]n1)C(=O)OCc1ccccc1)OCc1ccccc1 (stereo not given)	10%	4%	-1.4	-2.3	-13%	2%	-9%	0
COCCCn1c(SCC(=O)O)nc2cc(OC)c(OC)cc2c1=N	8%	4%	0.9	0.5	-7%	-1%	-3%	-1
COc1cccc(CN(C)C(=O)c2ccc(OCC(=O)N3CCOCC3)c(OC)c2)c1	0%	-2%	0.3	-2.3	-10%	16%	-4%	-1
CN1C2CCC1CC(NC(=O)c1cc(S(=O)(=O)N(C)C)c(Cl)cc1Cl)C2 (stereo not given)	3%	0%	-0.8	0.2	3%	21%	5%	1
CCN(CC)C(=O)C(C)N(C#N)c1nc(NC(C)C)nc(NC(C)C)n1 (stereo not given)	-6%	10%	0.9	-0.9	-3%	1%	-5%	.
COCCN(Cc1ccc(OC)cc1)c1c(C)nc2ccc(C(=O)Nc3ccc(NC(C)=O)cc3)cn12	0%	1%[57.1 µM]	-0.5	1.6	6%	-5%	-4%	0
COCCCNC(=O)CCn1c(=O)c2ccccc2n(CC(=O)Nc2c(C)cccc2C)c1=O	15%	-1%	-0.7	-3.5	7%	1%	-6%	5
COc1cccc(NC(=O)C2C3C=CC4(O3)C2C(=O)N(CCCN2CCCCC2)C4C(=O)NC2CCCCC2)c1 (stereo not given)	-1%	-4%	-1.2	-1.8	-12%	0%	-9%	2
CCOc1cc(/C=N/NC(=O)Cc2ccc(C(F)(F)F)cc2[N+](=O)[O-])ccc1O	2%	7%	-1.8	-0.4	-14%	8%	-8%	-2
CN(CC(=O)Nc1ccc(Cl)c(C(F)(F)F)c1)C(=O)C1CC(=O)N(c2ccc3c(c2)OCCO3)C1 (stereo not given)	7%	3%	-1.3	-0.1	2%	-15%	1%	4
O=C(O)c1ccccc1CSc1nnnn1-c1ccccc1	5%	3%	1.7	0.7	9%	-24%	-17%	-4
CCCc1cc(CCC)n2nc(N)nc2n1	4%	5%	-1.2	-5.1	-2%	0%	-10%	0
COc1ccccc1Cn1c(=S)[nH]c2cc(C(=O)NC(C)C)ccc2c1=O	2%	-3%[57.1 µM]	-2.2	-0.7	7%	-2%	-6%	-2
Cc1cc(C)cc(NC(=S)NC(=O)C2CC2)c1	15%	10%	-0.1	-0.3	9%	-10%	-18%	0
N#CCCn1cc(C(=O)CN2C(=O)NC3(CCCCCC3)C2=O)c2ccccc21	15%	-1%	0.6	-1.4	-3%	?	-6%	6
CC(=O)N1CCC(=O)Nc2ccc([N+](=O)[O-])cc21	-3%	-4%	-2.3	-1.6	0%	-14%	0%	0
O=C(NCC1CCCO1)c1cc2c([nH]c3ccccc32)c(-c2ccc(F)cc2)n1 (stereo not given)	4%	-3%	0.6	0.2	12%	-3%	-6%	1
CC(C)OC(=O)c1ccc(NC(=O)c2ccccc2)cc1	-9%	-5%	-1.4	-0.1	0%	-11%	-4%	6
COc1ccc(C(=O)Nc2ccccc2-c2nnn(CC(=O)N3CCOCC3)n2)cc1	11%	-2%	-1.5	-1.6	0%	-3%	?	1
N#Cc1cccc(NC(=O)COC(=O)c2cc(S(=O)(=O)Nc3ccccc3Cl)ccc2O)c1	3%	-31%	-0.8	1.9	10%	-11%	3%	-9
O=C(Nc1nccs1)[C@@H]1CC=C[C@@H]2CCN(Cc3ccccc3)C(=O)[C@@H]21	-6%	7%	-2.4	0.4	0%	1%	?	-3
COc1ccc(-c2[nH]nc3nc(N4CCN(C(=O)c5ccoc5)CC4)cc(C(F)(F)F)c23)cc1	7%	5%	3.9	-40*	15%	-6%	-5%	-2
CN(C)c1ccc(-c2nnn(CC(=O)N3c4ccccc4CCc4ccccc43)n2)cc1	11%	-3%	-2.3	-0.2	-3%	13%	-2%	.
CC(=O)Nc1ccc(C(=O)Nc2ccc(S(=O)(=O)Nc3nccc(C)n3)cc2)cc1	14%	7%	-0.1	-2.5	10%	-21%	0%	-3
Cc1nnc(SCc2cccc(Oc3ccccc3)c2)n1N	2%	-2%	1.0	0.1	2%	-23%	3%	-1
COc1ccc(N(C(=O)C(C)C)S(=O)(=O)c2cccc3cccnc23)cc1	2%	-13%	5.8	-14	-5%	?	0%	7
N#Cc1nc(-c2ccccc2F)oc1NC1CCCCC1	-5%	-8%	-1.7	-1.5	-4%	-8%	0%	2
CN(Cc1ccc(F)cc1)S(=O)(=O)c1nnc(NC(=O)c2ccccc2)s1	1%	-9%	-1.4	-0.7	4%	-6%	-30%	-3
CC(C)CCNC(=O)c1cn(C)c2ccc(S(=O)(=O)N3CCCC3)cc2c1=O	-9%	-9%	4.2	0.9	4%	-7%	5%	-1
Cc1ccc(N2C(=O)N(CC(=O)Nc3cccc(C)c3C)C(=O)C2C)cc1 (stereo not given)	-1%	5%	-4.0	-0.9	9%	-6%	-7%	8
CC(C)CC(=O)Nc1ccc2c(c1)OCO2	-3%	-4%	0.8	-1.8	2%	-7%	-21%	-1
O=C(CN1C(=O)C2C3C=CC(C3)C2C1=O)NCc1ccc2c(c1)OCO2 (stereo not given)	4%	-2%	-1.6	0.7	5%	4%	-2%	-2
COc1ccc(C2C(C(=O)Nc3cccnc3)=C(C)Nc3nc(-c4ccco4)nn32)cc1 (stereo not given)	3%	0%	-3.3	-1.6	3%	-16%	-8%	0
O=C(CCCc1nc2ccccc2s1)NCc1cccnc1	-6%	-2%	-2.4	-0.6	4%	1%	6%	-3
Cc1nc(/C=C/c2ccccc2)cc(/C=C/c2ccccc2)n1	0%	-7%	-1.8	-2.8	9%	2%	2%	11
COc1cc(N/C=C2\CC(=O)NC(C)=C2C#N)cc(OC)c1OC	6%	-12%[11.6 µM]	1.8	-3.3	5%	-8%	-8%	-10
Cc1ccc(-c2nc3cccnc3s2)cc1NS(=O)(=O)c1ccc2c(c1)OCCO2	9%	-8%	-2.2	-1.4	1%	-16%	-4%	-12
O=C(CNS(=O)(=O)c1ccccc1)NCc1ccco1	-2%	-16%	-1.9	0.1	-10%	-21%	-8%	-17
c1ccc(N/N=C(\Cc2ncc[nH]2)c2ccccc2)cc1	11%	-4%	-4.8	0.7	7%	3%	-20%	1
CC(C)(C)OC(=O)[C@H](Cc1ccccc1)NC(=O)c1[nH]cnc1C(=O)Nc1ccccc1F	-7%	-13%	-2.7	0.6	-30%[inhibitor]	?	-10%	14
COc1ccc(C2C(C(=O)Nc3ccc(OC)c(OC)c3)c3ccccc3C(=O)N2C)cc1 (stereo not given)	-7%	6%	0.2	-4.6	7%	3%	-3%	0
CN(CC(=O)Nc1cccc(F)c1)C(=O)c1cccc(-n2cccc2)c1	2%	32µM*	-0.6	-1.8	?	?	?	-82*

A different layout for part of the listing above:
> O=C(CNS(=O)(=O)c1ccccc1)NCc1ccco1
  EPAC2 ag = -2% | WRN helicase inh = -16% | IL2 activator = -1.9 | CCT modulator = 0.1 | EPAC1 ag = -10% | EPAC1 antagonist = -21% | PLK1 PBD inh = -8% | PI5P4K alpha inh = -17
> Cc1ccc(-c2nc3cccnc3s2)cc1NS(=O)(=O)c1ccc2c(c1)OCCO2
  EPAC2 ag = 9% | WRN helicase inh = -8% | IL2 activator = -2.2 | CCT modulator = -1.4 | EPAC1 ag = 1% | EPAC1 antagonist = -16% | PLK1 PBD inh = -4% | PI5P4K alpha inh = -12
> COc1ccc(C2C(C(=O)Nc3cccnc3)=C(C)Nc3nc(-c4ccco4)nn32)cc1 (stereo not given)
  EPAC2 ag = 3% | WRN helicase inh = 0% | IL2 activator = -3.3 | CCT modulator = -1.6 | EPAC1 ag = 3% | EPAC1 antagonist = -16% | PLK1 PBD inh = -8% | PI5P4K alpha inh = 0
